Compound activity deposited in PubChem BioAssay by several laboratories.
m5-HT2A agonist: activates the mouse 5-HT2A serotonin receptor; P35363; CHO-K1 mHTR2A beta-arrestin complementation, luminescence; percent of 30 µM serotonin response; activation, % at 7.6 µM; 360,000 tested, 0.66% active;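 active = activation above a run cutoff, the mean activation of all tested compounds plus 3 SD, cut at about 14% in these data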;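 also: 0% = plate median of compound wells and 100% = 30 µM serotonin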
CaV13 FRET inh: Disruptors of the CACNA1D IQ motif to Ca2+-dependent inactivation inhibitor domain association, primary screening, Förster resonance energy transfer in intact living … | HEK cells, CFP/YFP FRET ICDI-IQ, plate reader, 10 min; percent FRET-ratio fall versus neutral wells | inhibition, % at 12.3 µM | 340,000 tested, 0.098% active | AID 743397;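 active = mean replicate inhibition of at least 30% and at least 1% of replicates passing that level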;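 also: 0% = median of the neutral control wells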
ABHD5-PLIN5 inh: blocks binding of human ABHD5 to perilipin-5; Q00G26+Q8WTS1; Split G. princeps luciferase complementation, luminescence, 4 h; inhibition, % at 4 µM; 360,000 tested, 0.78% active; AID 602281;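 active = inhibition above the mean inhibition across every tested compound plus 3 SD, cut at about 22% in these data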;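 also: 0% = DMSO only wells and the 100% control is not disclosed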
Glyco luc inh: blocks N-linked glycosylation in D54 reporter cells; D54 ERlucT glycosylation luciferase reporter, 24 h; percent of 100 nM tunicamycin response; reporter increase, % at 12.5 µM; 360,000 tested, 0.23% active; AID 588692;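 active = mean luciferase reporter signal, scaled so untreated is 0 and the glycosylation-blocking control 100, at or above a set limit in every replicate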;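 also: luciferase carries N-glycosylation sites so blocking glycosylation raises the light; 0% = median of neutral control wells and 100% = median of 100 nM tunicamycin wells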
ABCB6 inh MLPCN: inhibitors of human ABC transporter ABCB6; Q9NP58; K562-ABCB6 porphyrin accumulation, flow cytometry, 1 h; stronger effect = lower value; fluorescence ratio to DMSO, % at 10 µM; 360,000 tested, 0.19% active;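 active = fluorescence ratio to DMSO below 75%, the collection mean minus 3 SD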;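 also: signal is porphyrin accumulated inside mitochondria; 100% equals median channel fluorescence of DMSO control wells; lower ratio means ABCB6 inhibition with less porphyrin fluorescence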
MC4R barr agon: human MC4R agonism via beta-arrestin | P32245 | U2OS MC4R beta-arrestin complementation, luminescence; percent of melanotan II response, DMSO zero | activation, % at 8.9 µM | 360,000 tested, 0.98% active | AID 540308;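 active = activation above a per-plate cutoff, the mean activation of sample wells on that plate plus 3 SD, cut at about 8% in these data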
Target sequence (P32245 whole entry, looked up): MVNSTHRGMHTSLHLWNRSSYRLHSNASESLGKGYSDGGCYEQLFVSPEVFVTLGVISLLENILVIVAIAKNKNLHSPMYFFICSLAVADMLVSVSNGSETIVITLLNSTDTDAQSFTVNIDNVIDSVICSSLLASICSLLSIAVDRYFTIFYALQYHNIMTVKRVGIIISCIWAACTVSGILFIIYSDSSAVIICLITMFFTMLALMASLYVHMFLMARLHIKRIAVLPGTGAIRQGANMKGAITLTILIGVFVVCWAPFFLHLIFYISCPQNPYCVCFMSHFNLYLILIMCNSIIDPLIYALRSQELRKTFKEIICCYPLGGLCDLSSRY
MC4R antagonist: human MC4R antagonism in cAMP assay; AID 540295; MC4R-expressing cells, MTII-stimulated cAMP, LANCE TR-FRET; 360,000 tested, 0.48% active; inhibition, % at 6.5 µM; P32245;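 active = inhibition above its plate's cutoff, the mean of tested wells on that plate plus 3 SD, cut at about 29% in these data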;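 also: 0% = Melanotan II alone and 100% = Melanotan II plus saturating MCL0020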
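System – human MC4R-expressing U2OS cells · Also added – Melanotan II · Dosing – one concentration, 6.5 µM nominal · Timing – 30-min compound, 1-h challenge, 1-h detection, room temperature · Measured by – Eu-cAMP/anti-cAMP TR-FRET, emission 671 nm · Replicates – singlicate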
H9c2 protect: myocardial damage modulation in H9c2 cells; H9c2 cardiomyocytes, H2O2 injury protection, ATPLite, 2 h; protection from H2O2 cell death, % at 20 µM; 360,000 tested, 0.63% active; AID 588492;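 active = compounds giving at least 50% protection of heart cells from peroxide-induced death in the single-dose screen, raw or plate-pattern-corrected value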;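 also: 0% = DMSO wells with peroxide and 100% = DMSO wells without peroxide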
Granule exo inh: lytic granule exocytosis inhibition. TALL-104 LAMP-1 surface exposure, flow cytometry; cells stimulated with thapsigargin and PMA. inhibition, % at 10 µM. 360,000 tested, 0.66% active. AID 651702;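 active = inhibition above about 55%, limit read from the data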
PDI turbidity: PDI (human) enzyme inhibition | P07237 | PDI insulin aggregation turbidity, A650, 90 min | inhibition, % at 10 µM | 350,000 tested, 0.052% active | AID 588391;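 active = mean inhibition across replicates of 30% or more, whatever share of single replicates reach that level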;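 also: absorbance from insulin aggregation driven by PDI reduction with DTT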
Target sequence (P07237 whole entry, looked up): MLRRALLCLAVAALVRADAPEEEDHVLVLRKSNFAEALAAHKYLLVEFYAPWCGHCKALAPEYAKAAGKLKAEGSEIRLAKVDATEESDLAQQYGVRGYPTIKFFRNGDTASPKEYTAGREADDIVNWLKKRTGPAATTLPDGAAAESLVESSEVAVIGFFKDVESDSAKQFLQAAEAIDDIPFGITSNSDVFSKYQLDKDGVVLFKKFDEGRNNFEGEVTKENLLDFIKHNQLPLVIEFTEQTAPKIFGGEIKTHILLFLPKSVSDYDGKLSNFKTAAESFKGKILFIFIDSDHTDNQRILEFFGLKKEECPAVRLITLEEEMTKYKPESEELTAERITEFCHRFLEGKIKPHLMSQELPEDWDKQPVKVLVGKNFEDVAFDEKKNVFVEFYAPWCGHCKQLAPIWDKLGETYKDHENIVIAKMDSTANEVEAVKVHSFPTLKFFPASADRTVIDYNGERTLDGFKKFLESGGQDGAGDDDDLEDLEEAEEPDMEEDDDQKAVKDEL
Numbers without * were called inactive; x = not tested or not shown.

Sequence of screens – m5-HT2A agonist	MC4R barr agon	MC4R antagonist	ABCB6 inh MLPCN	Granule exo inh	ABHD5-PLIN5 inh	PDI turbidity	Glyco luc inh	CaV13 FRET inh	H9c2 protect
> Cc1c[n+]([O-])cc(C)c1Oc1ccccc1
    4	0.6	2	93	-8	-2	-2	2	-5	10
> Cc1ccc(C2(C)NC(=O)N(CC(=O)N3CCN(C(=O)c4cccs4)CC3)C2=O)cc1 (centres undefined)
    -5	1.2	8	97	2	7	4	1	-4	0
> O=C1Nc2ccccc2C(O)(C(=O)NCc2ccc3c(c2)OCO3)N1c1ccccc1 (centres undefined)
    -2	-0.6	1	97	0	-8	0	1	-5	18
> Cn1cc(C(=O)C(=O)N2CCN(c3ccccc3)CC2)c2ccccc21
    7	0.5	5	103	-1	-2	-3	0	8	4
> CN(C)S(=O)(=O)c1cc(NC(=O)CN2CCCc3ccccc32)ccc1Cl
    1	-0.1	4	100	-1	5	-4	-1	-1	-3
> COC(=O)C1C(=O)C(C(=O)/C=C/c2ccccc2)C(=O)CC1(C)C (centres undefined)
    1	2.3	-7	95	-1	19	4	-2	-6	6
> Cc1cccc(C(=O)NC(=S)Nc2ccc(Cc3ccncc3)cc2)c1
    -4	-0.8	3	106	-2	8	14	2	-5	-16
> Cc1cc(O)cc(O[C@H]2OC(CO)[C@H](O)[C@@H](O)[C@H]2O)c1 (some centres undefined)
    -2	-1.0	5	104	-8	-1	3	3	-5	-1
> CCC(=O)Nc1ccccc1N1CCN(S(C)(=O)=O)CC1
    2	-1.3	0	104	5	4	5	0	x	-6
> CCCCOc1ccc(C(C)NC(=O)C2CCCN(S(=O)(=O)CCC)C2)cc1 (centres undefined)
    1	-0.5	7	97	-3	-7	-1	-3	-2	-1
> CCOC(=O)c1ccc(NC(=S)N2CCCC(C)C2)cc1 (centres undefined)
    0	5.6	26	99	0	-3	1	-2	-4	-4
> Nc1nc(SCc2ccccc2)c2ncn(C3CCCCC3)c2n1
    7	-2.1	4	94	6	1	-10	-2	-9	-6
> Cc1cc(C(F)(F)F)nn2cnnc12
    6	-0.9	13	98	-1	0	-3	3	-4	3
> CC1CC(C)CN(S(=O)(=O)N2CCCC(C(=O)NCCc3ccc(Cl)cc3)C2)C1 (centres undefined)
    -1	-3.5	15	98	1	-10	2	1	-6	-4
> COc1ccc(CCNC(=O)NC23CC4CC(CC(C4)C2)C3)cc1
    -5	2.5	8	103	-5	-4	-3	0	-9	-2
> CC(C)(CNC(=O)c1ccc(Cl)c(S(=O)(=O)N2CCc3ccccc3C2)c1)N1CCOCC1
    -4	-3.5	13	96	-2	-10	-3	-4	-4	-1
> CCc1noc(C)c1C(=O)NC1CCCc2c1cnn2-c1cc(C)cc(C)c1 (centres undefined)
    4	-0.8	-3	101	-12	8	-11	-1	-2	-2
> COc1ccccc1CNC(=O)CN1C(=O)NC(c2ccccc2)(c2ccc(C)c(C)c2)C1=O (centres undefined)
    6	-0.2	16	99	-3	4	0	0	-7	-7
> O=C(c1cccc(F)c1)N1CCN(c2ccc([N+](=O)[O-])c3cccnc23)CC1
    -1	-2.6	-7	96	-2	-3	3	0	-7	3
> COc1cccc2c1C(=O)C=C(C)C2=O
    1	-3.0	-9	103	64*	37*	2	8	-6	-12

The listing continues.
Sequence of screens – m5-HT2A agonist	MC4R barr agon	MC4R antagonist	ABCB6 inh MLPCN	Granule exo inh	ABHD5-PLIN5 inh	PDI turbidity	Glyco luc inh	CaV13 FRET inh	H9c2 protect
> c1ccc(-c2[nH]ncc2-c2nc3ccccc3[nH]2)cc1
    -6	2.8	-2	96	-3	3	-7	2	x	0
> CCCCOCC(O)CN1CCN(C(C)=O)CC1 (centres undefined)
    -4	-0.1	4	102	-3	-7	4	0	x	6
> COc1cc(C(O)CO)ccc1OS(=O)(=O)O (centres undefined)
    -4	-1.0	-1	90	-3	-4	4	1	-5	7
> Cc1cccc(Oc2nc3ccccn3c(=O)c2/C=C(\C#N)C(=O)NC2CCS(=O)(=O)C2)c1 (centres undefined)
    5	-0.5	5	97	2	9	-1	14	-1	14
> O=C(NCc1cccs1)c1cnc(Cl)c(Cl)c1
    3	-2.0	21	96	-2	3	-4	3	-8	-4
> COc1ccccc1NC(=O)CSc1nnc(C2CCCCC2)n1C
    1	-0.9	0	99	2	6	-5	7	x	1
> O=S(=O)(Nc1ccc(S(=O)(=O)Nc2nccs2)cc1)c1ccc2c(c1)OCCO2
    1	0.3	2	94	-3	-13	13	1	-4	12
> COc1ccccc1-c1csc(C(C)(O)c2cccc(F)c2)n1 (centres undefined)
    -1	3.7	9	83	-3	-3	6	-2	-10	-7
> Cc1ccc(-n2ccnc2SCC(=O)N(CC(C)C)C2CCS(=O)(=O)C2)c(C)c1 (centres undefined)
    -7	-2.5	4	90	-1	-3	3	2	-4	-1
> Cc1ccc(CNC(=O)CCSCc2cccc(F)c2)cc1
    -1	-0.5	15	95	-6	0	-2	0	-23	1
> CN(CC(=O)NCc1ccccc1Cl)S(=O)(=O)c1ccc2c(c1)n(C)c(=O)c(=O)n2C
    -5	-1.6	-1	101	0	0	-6	2	-4	7
> CN(C)S(=O)(=O)c1cccc(C(=O)NCCc2ccccc2)c1
    -1	-0.9	5	89	1	4	8	-8	1	-1
> C=CCNC(=O)c1c2c(nc3ccccc13)-c1ccccc1CC2
    -2	-1.8	0	99	-2	3	4	-2	-8	2
> CCCNC(=O)/C=C/c1ccc(S(=O)(=O)Nc2ccccc2OC)cc1
    -4	-0.9	14	96	-1	-4	6	-4	-5	5
> COC(=O)c1ccc(CN2C(=O)NC3(CCCCC3)C2=O)cc1
    0	-1.2	-10	98	-1	4	-4	-1	-4	-7
> Cc1cc([N+](=O)[O-])ccc1NC(=O)C[n+]1ccc(N(C)C)cc1
    -4	-2.6	10	100	-3	-3	1	2	-6	3
> CC(=O)c1ccc(S(=O)(=O)N2CCN(CC(=O)Nc3ccnn3C3CCCC3)CC2)cc1
    4	-1.4	2	92	2	2	-3	1	-5	0
> Cc1cc2nc(-c3ccco3)cc(C(F)(F)F)n2n1
    2	0.4	-5	102	-2	-2	3	3	-6	8
> Cn1c(-c2ccccc2)cnc1SCc1nc2ccccc2c(=O)[nH]1
    0	0.0	-6	93	-1	-8	3	-10	-5	7
> Cc1ccc(-n2c(SCC(=O)N/N=C/c3c(C)nn(-c4ccccc4)c3C)nc3ccccc3c2=O)cc1
    7	-1.3	4	94	0	-9	-5	-9	-2	12

Next compounds follow:
Sequence of screens – m5-HT2A agonist	MC4R barr agon	MC4R antagonist	ABCB6 inh MLPCN	Granule exo inh	ABHD5-PLIN5 inh	PDI turbidity	Glyco luc inh	CaV13 FRET inh	H9c2 protect
> CCOc1ccc(OCC(=O)N2CCN(S(=O)(=O)c3ccccc3)CC2)cc1
    -2	-1.1	3	95	1	-1	-1	-1	-6	4
> Cc1cccc(N2CCN(C(=O)CCNC(=O)Cn3ccc4ccccc4c3=O)CC2)c1C
    -4	0.4	19	96	-2	2	10	-1	-5	6
> Cn1c(CNC(=O)Nc2cccc(Cl)c2)nnc1SCc1ccccc1
    -5	0.2	7	100	0	7	-1	-3	x	-9
> COc1cc(/C=C/CNC[C@H]2O[C@@H](n3cnc(C(N)=O)n3)[C@H](O)[C@@H]2O)ccc1O
    5	-0.4	13	101	1	9	7	2	-10	15
> CCCN1CNc2c(c(=O)[nH]c(=S)n2-c2ccc(Cl)cc2)C1
    -4	-3.2	13	83	2	-4	-5	0	3	9
> COC(=O)NN1C(=O)C(c2ccccc2)=C(c2ccc(Cl)cc2)C1=O
    -1	3.3	14	97	7	-3	9	2	-21	-2
> C#CCOCCOCCOCCNc1nc(N2CCN(C(=O)[C@H]([C@@H](C)CC)n3cc(CCCCN)nn3)CC2)nc(N2CCN(C(=O)[C@H](CCCCN)n3cc(CC(C)O)nn3)CC2)n1 (some centres undefined)
    -1	-0.6	0	100	5	-2	0	-2	-3	1
> CC(C)C1C(=O)NC(=S)N1S(=O)(=O)c1ccc(C(C)(C)C)cc1 (centres undefined)
    1	-0.5	1	104	3	-6	-6	-2	-6	-6
> COc1cc(C(=O)O)ccc1OCC(=O)N1CCOCC1
    4	0.8	2	100	7	-1	7	1	x	12
> Cc1occc1C(=O)Nc1sc2c(c1C(N)=O)CCC(C(C)(C)C)C2 (centres undefined)
    6	4.9	-12	78	-3	11	-5	-2	-4	-4
> CSc1nc(N)c(C(=O)NC2CCCCC2)s1
    9	-0.2	0	95	-6	-5	-7	-1	-18	4
> CC1(C)Cc2c(cnn2-c2cccc(F)c2)C(NC(=O)CSc2ccccn2)C1 (centres undefined)
    1	-1.8	2	101	2	-6	-2	-1	-31	-2
> CCOC(=O)C[C@@H]1OC[C@H](CO)N1S(=O)(=O)c1ccc(C)cc1
    2	x	x	x	4	7	x	x	-6	x
> CCOC(=O)c1ccc(NC(=O)N2CCN(c3cccc(OC)c3)CC2)cc1
    3	0.2	29*	91	5	-3	2	0	2	-8
> Cc1nn(CC(=O)NNC(=O)c2ccccc2F)c([N+](=O)[O-])c1Br
    -1	3.3	37*	100	-2	-5	-1	-1	-20	2
> CS(=O)(=O)N1CCC2(CC1)OCCN2S(=O)(=O)c1ccccc1
    1	-0.8	10	99	-1	0	-1	-1	-7	2
> CCCCNC(=O)c1nc(C2CCN(S(=O)(=O)c3cccc(C(F)(F)F)c3)CC2)oc1-c1ccccc1
    5	x	x	93	-3	9	x	-1	-3	-3
> CCOC(=O)C1C(=O)CC(C)(O)C(C(=O)OCC)C1c1ccc([N+](=O)[O-])cc1 (centres undefined)
    7	-2.6	8	98	-4	-2	8	3	-15	-3
> Cc1cc(C)c(S(C)(=O)=O)c(S(=O)c2ccc(Cl)cc2)n1 (centres undefined)
    3	-0.7	12	112	-4	1	-8	-3	x	3
> COc1ccc(OC)c(S(=O)(=O)N2CCN(Cc3ccccc3)CC2)c1
    -2	0.7	13	103	-1	-7	-4	1	-1	-2

Later entries:
Sequence of screens – m5-HT2A agonist	MC4R barr agon	MC4R antagonist	ABCB6 inh MLPCN	Granule exo inh	ABHD5-PLIN5 inh	PDI turbidity	Glyco luc inh	CaV13 FRET inh	H9c2 protect
> COc1ccc(-c2[nH]ncc2[C@@H]2C[C@H]3CN(Cc4ccccc4C)C(=O)[C@]34CCCN24)cc1
    4	0.8	9	101	-4	-3	10	-2	-18	-1
> O=C(N/N=C/c1c[nH]c2ccc(Br)cc12)C1CC1
    -10	1.1	3	92	-1	-2	7	2	-3	-8
> O=C(c1cc2cc([N+](=O)[O-])ccc2oc1=O)N1CCOCC1
    -1	0.1	22	95	0	3	-4	0	-2	1
> O=S(=O)(N/N=C/c1ccc(N2CCOCC2)cc1)c1ccccc1
    -1	1.8	6	99	2	5	4	1	-7	-8
> COCCN(C(=O)c1oc2ccccc2c1COC)c1c(N)n(CC(C)C)c(=O)[nH]c1=O
    3	-1.7	2	96	13	-1	11	0	-6	0
> CCn1c(CNc2ccc(F)cc2)nnc1SCC(=O)Nc1ccc(OC)cc1
    -5	0.2	20	94	3	3	0	-2	-5	11
> COc1ccc(CN2CCCC(C(=O)N3CCCC3)C2)cc1 (centres undefined)
    5	1.0	8	91	6	6	-8	1	-4	4
